NS5 inhibitors = flavivirus cap methylation enzyme inhibition – biochemical, confirmation dose response, primary screen (AID 588689); Dengue-2 NS5 methyltransferase capping enzyme assay, biochemical; higher % means a stronger effect; 340,000 tested, 0.3% active; inhibition, % at 25 µM; hits with a dose series show IC50 in µM; in the data active = a potency from the dose series; inconclusive = inhibition above about 29% without an active follow-up result
GPR35 arrestin U2OS = GPR35 antagonists blocking zaprinast-driven arrestin recruitment, primary screen, imaging, U2OS, beta-arrestin-GFP, zaprinast agonist (AID 2058); inhibition, % at 10 µM, or IC50 in µM where a hit was titrated; U2OS GPR35 beta-arrestin-GFP translocation imaging, zaprinast antagonism; higher % means a stronger effect; 290,000 tested, 0.052% active;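 active = inhibition of at least 50% with at least 30 cells and total cytoplasm GFP at most 10,000,000; inconclusive = under 30 cells or total GFP of 10,000,000 plus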
MgcRacGAP inhibition = MgcRacGAP GTPase-activating activity inhibitors, confirmation, biochemical, ADP Hunter fluorescence. MgcRacGAP-stimulated Rac1 GTP hydrolysis, ADP Hunter fluorescence; higher % means a stronger effect; GST-tagged Rac1 F28L mutant substrate. one-dose inhibition, % at 30 µM; IC50 in µM for titrated hits. 340,000 tested, 0.6% active. AID 624330;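 active = first-screen hits whose inhibition reached a set limit at any dose in the follow-up dose series; inconclusive = inhibition above the set first-screen limit but never retested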;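 note: fluorescence reports GDP produced by GAP-driven GTP hydrolysis; strong numbers were not always called active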
Large T inhibition = SV40 large T antigen inhibitors, biochemical (AID 1903). SV40 large T antigen ATPase/helicase inhibition assay; higher % means a stronger effect. inhibition, % at 20 µM; hits with a dose series show IC50 in µM. 310,000 tested, 0.39% active; in the data active = a potency from the dose series; inconclusive = inhibition mostly from about 32% at the one dose, without a potency; inactive = the rest, 99 in 100 with inhibition below about 32%; note: strong numbers were not always called active
RSV CPE inhibition = RSV antiviral activity via CPE protection, HEp-2 cells, primary 10 µM value included (AID 2391). HEp-2 cells, RSV-induced CPE inhibition; higher % means a stronger effect. one-dose CPE inhibition, % at 10 µM; IC50 in µM for titrated hits. 310,000 tested, 0.13% active; in the data active = a potency from the dose series; inconclusive = CPE inhibition mostly from about 23% at the one dose, without a potency; inactive = the rest, 99 in 100 with CPE inhibition below about 21%; note: strong numbers were not always called active
GPR55 LPI antagonism = GPR55 antagonists blocking LPI-driven arrestin recruitment, primary screen, imaging, U2OS, beta-arrestin-GFP, LPI agonist (AID 2013); U2OS GPR55 beta-arrestin-GFP translocation imaging, LPI antagonism; higher % means a stronger effect; inhibition, % at 10 µM, or IC50 in µM where a hit was titrated; 290,000 tested, 0.13% active;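 active = spots per cell inhibited over 60%, with over 100 cells counted and total cytoplasm intensity under 500,000; inconclusive = wells with under 100 cells, flagged as likely toxic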;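 note: U2OS cells stably carrying GPR55 and arrestin-GFP stimulated by 5 µM LPI near EC80; imaged beta-arrestin-GFP aggregate spots per cell after agonist stimulation; plate controls were LPI-stimulated DMSO wells for no effect and DMSO wells without LPI for full effect; some results filed as inactive read as strong as hits; confirmed hits need IC50 under 10 µM and bright autofluorescent wells are also inconclusive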
UTI89 phage lysis = inhibition of K1F phage lysis, E. coli UTI89, bacterial capsule biogenesis inhibitors, alamar blue (AID 488966); E. coli UTI89 K1F phage lysis, alamar blue, 2 h; higher % means a stronger effect; inhibition, % at 100 µM; hits with a dose series show IC50 in µM; 340,000 tested, 0.02% active;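 active = phage lysis inhibition, versus mean bacterial control, above a set limit; inconclusive = no clear call, values can overlap the other calls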;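 note: capsule biogenesis inhibitors block K1F phage lysis so surviving cells raise fluorescence; higher fluorescence means more inhibition of phage lysis; actives were called in the ten point dose series up to 300 µM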
HIV peptide binding = inhibitors of HIV fusion peptide binding, primary screen, biochemical, uHTS, fluorescence dequenching (AID 1986); cell-free peptide binding, fluorescence dequenching, 30 min; higher % means a stronger effect; 290,000 tested, 0.3% active; inhibition, % at 20 µM; hits with a dose series show IC50 in µM; in the data active = inhibition mostly above about 52%, no sharp cut-off; inactive = mostly below about 76%; note: some results filed as inactive read as strong as hits
PhoP inhibition = PhoP-dependent GFP reporter repression – Salmonella Typhimurium, primary screen (AID 1863) | S. Typhimurium PhoP-regulated promoter GFP reporter, 4 h; higher % means a stronger effect | inhibition, % at 50 µM; hits with a dose series show IC50 in µM | 300,000 tested, 0.16% active;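 active = inhibition over 29.93%, a cutoff 3 SD above the screen mean, later confirmed by dose response; inconclusive = inhibition over 29.93% but no dose response follow-up; inactive = inhibition at most 29.93% or unconfirmed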;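 note: 0% = low Mg2+ inducing control and 100% = high Mg2+ repressing control; strong numbers were not always called active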
NS5 inhibitors pilot replicate = further read-out of NS5 inhibitors, marked with its call; inhibition, %; measured here: pilot screen replicate inhibition
An asterisk follows results filed as active; ? = inconclusive; . = no result given; [ ] = remark or other dose. Hits appear at their usual frequency; any-hit rate near 1.5%.

SMILES	NS5 inhibitors	GPR35 arrestin U2OS	MgcRacGAP inhibition	Large T inhibition	RSV CPE inhibition	GPR55 LPI antagonism	UTI89 phage lysis	HIV peptide binding	PhoP inhibition	others
CCn1c(SCC(=O)NC(=O)NCc2ccco2)nc2sc(C)c(C)c2c1=O	4.9%	-10.7%	18.4%	?	2.8%	-4.5%	-0.3%	9.1%	2.6%
Cc1ccccc1-c1nc(CS(=O)(=O)CC(=O)NCc2ccco2)c(C)o1	-17.6%	3.3%	-16.4%	5.3%	1.4%	-21.0%	0.0%	0.8%	2.1%
CC1CCC(NC(=O)CN(C)S(=O)(=O)c2ccc3c(c2)CCC(=O)N3)CC1 (centres undefined)	6.4%	-2.8%	.	5.2%	1.6%	6.6%	-0.1%	-0.3%	-6.0%
NC(=S)Nc1ccc2c(c1)OCO2	-6.7%	2.7%	-0.3%	3.4%	0.5%	3.1%	4.4%	-2.4%	6.5%
CCOC(=O)C1CCN(C(=O)COC(=O)c2nc3nc(C)cc(C)n3n2)CC1	-8.7%	.	1.0%	9.5%	-0.8%	.	3.8%[50 µM]	.	-5.8%
Cn1c(N)c(C(=O)COC(=O)/C=C/c2cccc(Br)c2)c(=O)n(C)c1=O	0.7%	.	6.9%	.	2.3%	.	0.3%[50 µM]	.	.
O=C(O)CCC/C=C\C[C@@H]1[C@@H](/C=C/[C@@H](O)COc2cccc(Cl)c2)[C@H](O)C[C@@H]1O	0.8%	6.7%	2.2%	14.5%	4.5%	4.5%	0.4%	1.7%	4.5%
Cc1c(NC(=O)c2ccc(S(=O)(=O)N(C)C)cc2)cccc1-n1cnnn1	0.4%	.	-1.2%	.	2.0%	.	0.5%[50 µM]	.	.
Cc1ncsc1CCC(=O)N1CCCC(Nc2ccc(F)c(F)c2)C1 (centres undefined)	1.3%	-2.3%	7.3%	10.5%	0.3%	4.4%	-0.1%	-0.5%	13.7%
O=C(/C=C/c1ccc([N+](=O)[O-])cc1)NCCSc1ccccc1	-3.4%	-6.1%	-1.0%	1.4%	3.9%	-5.0%	4.0%	-1.2%	1.0%
Cc1nc2c(ccc3nc(NC(=O)c4ccc(S(=O)(=O)N(C)C)cc4)sc32)s1	-2.8%	-0.2%	2.8%	3.6%	-0.3%	7.9%	-0.2%	-0.2%	6.7%
CN(CC(=O)Nc1cccc(F)c1)C(=O)c1ccc2c(c1)S(=O)(=O)N=C1CCCCCN12	-3.0%	.	4.5%	14.3%	0.7%	.	-1.3%	.	-0.1%
COc1cccc(CN(C)C(=O)c2ccc(NC(=O)CC3SC(N4CCCC4)=NC3=O)cc2)c1OC (centres undefined)	-2.2%	.	7.2%	13.2%	-2.1%	.	0.8%[50 µM]	.	-1.4%
COc1ccccc1-c1ccc(SCc2ccc(F)cc2)nn1	2.9%	-12.0%	3.2%	4.9%	?	-4.4%	0.0%	-1.0%	-13.3%
CSc1nc2n(n1)C(c1cc(Br)ccc1F)C(C(=O)N(C)C)=C(C)N2 (centres undefined)	-2.0%	7.9%	6.5%	0.7%	-0.7%	8.6%	0.0%	0.1%	5.6%	NS5 inhibitors pilot replicate=-4.5
CCn1c(CN2CCN(c3ccc(Cl)cc3)CC2)nc2ccccc21	-5.6%	1.7%	10.0%	4.0%	1.7%	2.3%	0.0%	-0.5%	4.2%	NS5 inhibitors pilot replicate=-2.4
CN1CCN(/N=C/c2ccc(Br)cc2)CC1	3.0%	10.7%	6.4%	-3.4%	-2.0%	5.3%	0.6%	-1.2%	3.1%
CC1(c2ccccc2)NC(=O)N(CC(=O)Nc2ccccc2C(=O)N2CCCCC2)C1=O (centres undefined)	-5.2%	.	1.1%	8.2%	-1.1%	.	-1.0%	.	-4.4%
CC(C)(C)c1ccc(C(=O)NCC(=O)OCN2C(=O)c3ccccc3C2=O)cc1	-3.0%	-14.4%	-3.9%	6.6%	1.8%	-0.3%	-0.3%	3.1%	-6.2%
Cc1ccc2nc(NC(=O)CCNS(=O)(=O)c3cccs3)sc2c1	-3.2%	-16.9%	5.4%	2.3%	2.4%	-14.4%	0.0%	-0.4%	-10.8%
CC1C(=O)N(Cc2ccc(F)cc2)c2ccccc2N1C(=O)c1c(F)cccc1F (centres undefined)	-7.2%	-11.6%	4.8%	-1.3%	10.6%	-10.1%	0.2%	-1.0%	9.8%
CCOC(=O)C1(Nc2nccs2)Sc2ccccc2NC1=O (centres undefined)	-9.7%	13.1%	9.0%	2.6%	-0.7%	-19.9%	0.4%	-1.3%	3.5%
Cc1ccc(NC(=O)C2CCCCC2)c(O)c1	.	15.5%	.	8.5%	0.8%	-13.4%	.	-0.2%	3.1%
C=CCNc1nnc(SCC(=O)N2CCC(C(N)=O)CC2)s1	0.0%	.	10.9%	9.0%	-2.5%	.	1.4%[50 µM]	.	8.8%
Cc1ccccc1NC(=O)NNC(=O)c1ccc2ccccc2c1O	-5.5%	3.8%	20.7%	29.3%	1.3%	6.8%	0.0%	7.2%	-10.7%
C/C(=N\N=C1/NC(=O)C(C)S1)c1ccc([N+](=O)[O-])cc1 (centres undefined)	-4.4%	2.6%	8.4%	8.0%	1.6%	11.7%	5.1%	-0.5%	-2.8%
COC(=O)c1cccc(NCN2C(=O)c3ccccc3C2=O)c1	-3.1%	-1.4%	2.6%	6.4%	0.8%	-4.4%	0.2%	-2.0%	-1.1%
CS(=O)(=O)Nn1cnc2ccccc2c1=O	.	-4.4%	7.4%	-0.3%	1.9%	-1.7%	0.3%	3.1%	-4.2%

Retrieved one by one from the list above:
SMILES	NS5 inhibitors	GPR35 arrestin U2OS	MgcRacGAP inhibition	Large T inhibition	RSV CPE inhibition	GPR55 LPI antagonism	UTI89 phage lysis	HIV peptide binding	PhoP inhibition	others
COc1cccc(CN(C)C(=O)c2ccc(NC(=O)CC3SC(N4CCCC4)=NC3=O)cc2)c1OC (centres undefined)	-2.2%	.	7.2%	13.2%	-2.1%	.	0.8%[50 µM]	.	-1.4%
CN(CC(=O)Nc1cccc(F)c1)C(=O)c1ccc2c(c1)S(=O)(=O)N=C1CCCCCN12	-3.0%	.	4.5%	14.3%	0.7%	.	-1.3%	.	-0.1%

Of the compounds above, nine have a halogen.
SMILES	NS5 inhibitors	GPR35 arrestin U2OS	MgcRacGAP inhibition	Large T inhibition	RSV CPE inhibition	GPR55 LPI antagonism	UTI89 phage lysis	HIV peptide binding	PhoP inhibition	others
Cn1c(N)c(C(=O)COC(=O)/C=C/c2cccc(Br)c2)c(=O)n(C)c1=O	0.7%	.	6.9%	.	2.3%	.	0.3%[50 µM]	.	.
O=C(O)CCC/C=C\C[C@@H]1[C@@H](/C=C/[C@@H](O)COc2cccc(Cl)c2)[C@H](O)C[C@@H]1O	0.8%	6.7%	2.2%	14.5%	4.5%	4.5%	0.4%	1.7%	4.5%
Cc1ncsc1CCC(=O)N1CCCC(Nc2ccc(F)c(F)c2)C1 (centres undefined)	1.3%	-2.3%	7.3%	10.5%	0.3%	4.4%	-0.1%	-0.5%	13.7%
CN(CC(=O)Nc1cccc(F)c1)C(=O)c1ccc2c(c1)S(=O)(=O)N=C1CCCCCN12	-3.0%	.	4.5%	14.3%	0.7%	.	-1.3%	.	-0.1%
COc1ccccc1-c1ccc(SCc2ccc(F)cc2)nn1	2.9%	-12.0%	3.2%	4.9%	?	-4.4%	0.0%	-1.0%	-13.3%
CSc1nc2n(n1)C(c1cc(Br)ccc1F)C(C(=O)N(C)C)=C(C)N2 (centres undefined)	-2.0%	7.9%	6.5%	0.7%	-0.7%	8.6%	0.0%	0.1%	5.6%	NS5 inhibitors pilot replicate=-4.5
CCn1c(CN2CCN(c3ccc(Cl)cc3)CC2)nc2ccccc21	-5.6%	1.7%	10.0%	4.0%	1.7%	2.3%	0.0%	-0.5%	4.2%	NS5 inhibitors pilot replicate=-2.4
CN1CCN(/N=C/c2ccc(Br)cc2)CC1	3.0%	10.7%	6.4%	-3.4%	-2.0%	5.3%	0.6%	-1.2%	3.1%
CC1C(=O)N(Cc2ccc(F)cc2)c2ccccc2N1C(=O)c1c(F)cccc1F (centres undefined)	-7.2%	-11.6%	4.8%	-1.3%	10.6%	-10.1%	0.2%	-1.0%	9.8%
